Source: PubChem BioAssay (several laboratories)
DAGLB inhibitor = DAGLB lipase inhibitors, primary screen, biochemical, fluorescence, HTS; 340,000 compounds, 0.059% hits; HEK293T DAGLB membrane lysate, EnzChek fluorogenic substrate; AID 504411, 2011; Diacylglycerol lipase-beta (Homo sapiens), Q8NCG7; inhibition, % at 5.17 µM; in the data active = inhibition above about 34%;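 also: 0% = enzyme with vehicle and 100% = wells lacking enzyme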
HTR5A ag ctr = HTR5A agonists in luminescence cell assay, primary screen, counter-screen for OPRM1-OPRD1 heterodimer agonist project, full-deck HTS; 5-hydroxytryptamine receptor 5A (Homo sapiens), P47898; cell-based; activation, % at 9.3 µM; 340,000 compounds, 0.61% hits; in the data active = activation mostly above about 9.5%, no sharp cut-off; inactive = mostly below about 7.6%;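 also: 0% = cells with vehicle only and 100% = reference agonist; strong numbers were not always called active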
PKA-R2B activ = activators of PKA-R2B holoenzyme, primary screen, biochemical, fluorescence polarization, Cy5-IP20, human; PKA-R2B holoenzyme dissociation; R2B truncated from residue 108, S112A mutant; 0% DMSO only, 100% 113 µM cGMP; AID 504700, 2011; 340,000 compounds, 0.079% hits; cAMP-dependent protein kinase catalytic subunit beta (Homo sapiens) + cAMP-dependent …; activation, % at 11.4 µM;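 active = activation above a cutoff set at the mean over all compounds plus 3 SD, cut at about 18% in these data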;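 also: higher means more holoenzyme dissociation and a rise in polarization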
PKA-R1A activ = activators of PKA-R1A holoenzyme, primary screen, biochemical, fluorescence polarization, Cy5-IP20, bovine R1A, mouse PKAc. cAMP-dependent protein kinase type I-alpha regulatory subunit (Bos taurus) + …. PKA-R1A dissociation; scaled: DMSO 0%, 113 µM cGMP 100%. activation, % at 11.4 µM. 340,000 compounds, 0.083% hits;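 active = percent activation above the mean of all tested compounds plus 3 SD, cut at about 19% in these data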;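 also: higher means more PKAc released from R1A so a rise in polarization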
HTR5A inv ag = HTR5A inverse agonists in luminescence cell assay, primary screen, counter-screen for OPRM1-OPRD1 heterodimer inverse agonist project, full-deck HTS | 5-hydroxytryptamine receptor 5A (Homo sapiens), P47898 | HTR5A cell line, inverse agonism | inhibition, % at 9.3 µM | 340,000 compounds, 0.083% hits; in the data active = inhibition mostly above about 23%, no sharp cut-off; inactive = mostly below about 18%;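 also: 0% = cells with DMSO and 100% = no-cell wells with DMSO; some compounds called inactive have numbers as strong as hits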
E coli growth = E. coli V3065 growth inhibition, primary screen, counter-screen for AddAB inhibitor project, absorbance, OD600. inhibition, % at 11.9 µM. 330,000 compounds, 0.27% hits. 18 h;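 active = inhibition above the campaign's mean inhibition across all tested compounds plus 3 SD, cut at about 9.9% in these data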;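 also: uninfected addAB+ strain grown without phage in ampicillin broth; 0% = DMSO wells and 100% = ciprofloxacin 0.95 µg/ml wells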
AddAB inh = growth inhibition of E. coli expressing H. pylori AddAB, primary screen, AddAB inhibitor project, absorbance; 330,000 compounds, 0.29% hits; AID 435030, 2010; inhibition, % at 11.9 µM; in the data active = inhibition above about 12%;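 also: 0% = vehicle wells of infected cells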
Tat export inh = E. coli Tat export inhibitors, primary screen, MC4100, TorA-mCherry reporter, fluorescence, single point; inhibition, % at 10 µM; 340,000 compounds, 0.036% hits; AID 488895, 2010;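 active = mean replicate inhibition at least 50% and at least half of replicates individually reaching 50%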;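 also: exported cargo escapes ClpAP degradation while cytoplasmic cargo is degraded and loses fluorescence; 0% = median of neutral control wells and 100% = median of NaSCN control wells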
CDK5 inh = inhibitors of human CDK5/p35 kinase, primary screen, biochemical, single concentration; 330,000 compounds, 0.01% hits; AID 488839, 2010; Recombinant CDK5/p35, ADP-Glo luminescence, 60 min; inhibition, % at 10 µM;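 active = highest replicate inhibition of at least 50% and at least 75% of replicates reaching 50%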;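 also: plate controls were DMSO neutral control for no effect and GW8510 at 10 µM for full effect; many of its hits are not listed in these tables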
Target sequence (Q00535 whole entry, looked up): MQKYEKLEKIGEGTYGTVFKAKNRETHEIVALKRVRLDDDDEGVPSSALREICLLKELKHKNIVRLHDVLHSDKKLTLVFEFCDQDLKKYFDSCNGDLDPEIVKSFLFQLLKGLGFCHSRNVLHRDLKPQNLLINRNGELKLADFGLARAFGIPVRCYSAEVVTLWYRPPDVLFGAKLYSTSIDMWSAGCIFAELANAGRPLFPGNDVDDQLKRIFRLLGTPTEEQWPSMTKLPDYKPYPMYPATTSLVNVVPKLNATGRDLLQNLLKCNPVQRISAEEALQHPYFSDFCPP
Target sequence (Q15078 whole entry, looked up): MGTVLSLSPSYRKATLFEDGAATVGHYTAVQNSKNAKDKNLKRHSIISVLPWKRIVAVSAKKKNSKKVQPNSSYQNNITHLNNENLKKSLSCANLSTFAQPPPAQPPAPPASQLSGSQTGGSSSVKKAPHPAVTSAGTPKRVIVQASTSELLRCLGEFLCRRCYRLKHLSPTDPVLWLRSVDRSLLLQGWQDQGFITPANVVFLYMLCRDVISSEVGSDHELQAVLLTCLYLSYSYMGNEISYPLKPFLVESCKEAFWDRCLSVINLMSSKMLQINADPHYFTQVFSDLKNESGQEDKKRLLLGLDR
Mot1-301 SUMO = yeast Mot1-301 growth rescue at high temperature, primary screen, SUMOylation pathway inhibitor project, S. cerevisiae, ATP luminescence, 38.5C. S. cerevisiae Mot1-301 growth rescue; percent above DMSO median, 100 means doubled. AID 2716, 2010. 320,000 compounds, 1% hits. growth rescue, % at 18.8 µM;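 active = every valid replicate shows activation above 250% relative to neutral control wells; inactive = the rest, any valid replicate at or below 250%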;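 also: OY570 slx delta 5 strain wells were the positive control but not used for scaling; some compounds called inactive have numbers as strong as hits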
phage Ecoli inh = growth loss of phage-infected E. coli, primary screen, RecBCD inhibitor project, absorbance, with phage, HTS | inhibition, % at 11.9 µM | 360,000 compounds, 0.26% hits; in the data active = inhibition above about 11%
Active calls of the source: *; x = no result given.

| No. | SMILES | DAGLB inhibitor | HTR5A ag ctr | PKA-R2B activ | PKA-R1A activ | HTR5A inv ag | E coli growth |
| --- | --- | --- | --- | --- | --- | --- | --- |
| 1 | Cc1cc(C(=O)NNC(=O)COc2ccccc2Cl)n[nH]1 | -3 | 0 | 5 | -3 | -9 | 0.6 |
| 2 | CC(=O)Nc1ccc(NC(=O)C/C(C)=N/NC(=O)COc2cc(C)c(Br)cc2Br)cc1 | -1 | -1 | 6 | -7 | -5 | 0.6 |
| 3 | COc1ccc2cc3c(N)nn(C(=O)c4ccccc4Cl)c3nc2c1 | -1 | -4 | -1 | -5 | -25 | 1.2 |
| 4 | COCCN(C(=O)CSc1nnc(-c2ccccc2C)n1C)c1c(N)n(Cc2ccccc2)c(=O)[nH]c1=O | 3 | 1 | 2 | -3 | -2 | 0.8 |
| 5 | O=C(CSc1ncn[nH]1)NC1CCCc2ccccc21 (stereo unspecified) | 0 | 5 | -9 | -5 | -12 | -2.4 |
| 6 | C=CCn1c(C)cc(C(=O)COC(=O)COc2ccccc2C#N)c1C | -1 | 0 | 4 | 5 | -1 | 0.8 |
| 7 | Cc1ccc(S(=O)(=O)CCSC(=N)N)cc1 | -1 | -2 | 1 | -4 | 6 | -0.5 |
| 8 | Cc1ccc(NC(=O)c2sccc2C)cc1[N+](=O)[O-] | -4 | 1 | -7 | -5 | -7 | -0.3 |
| 9 | CC(=O)N1c2ccc(S(=O)(=O)N3CCC(C(=O)NCCc4ccc(Cl)cc4)CC3)cc2CC1C (stereo unspecified) | 1 | -2 | -8 | -13 | 6 | -0.6 |
| 10 | COC(=O)c1cc(S(=O)(=O)N2CCN(Cc3ccccc3)CC2)c[nH]1 | -1 | 2 | -10 | 5 | -9 | -0.8 |
| 11 | COc1ccc(-n2nc3cc(C)c(N)cc3n2)cc1Cl | 0 | -2 | -9 | -5 | 7 | -0.1 |
| 12 | Cc1cc(CC(=O)O)c(C)cc1CC(=O)O | -3 | 0 | 3 | -6 | -10 | 1.8 |
| 13 | O=c1[nH]c(Nc2ccccc2Cl)cc2ccccc12 | 0 | 6 | -8 | -5 | 5 | 1.2 |
| 14 | O=C(Nc1ccccc1F)c1cc(S(=O)(=O)N2CCOCC2)ccc1N1CCOCC1 | -1 | -2 | -13 | -10 | 4 | x |
| 15 | CCN(CC(=O)Nc1ccc(NC(C)=O)cc1)C(=O)c1cccc(-n2cccc2)c1 | -4 | 1 | 0 | -7 | -2 | 1.1 |

| No. | AddAB inh | Tat export inh | CDK5 inh | Mot1-301 SUMO | phage Ecoli inh |
| --- | --- | --- | --- | --- | --- |
| 1 | 6.0 | -1 | -0.8 | -7 | -1.0 |
| 2 | 3.1 | 9 | -0.9 | 19 | -2.6 |
| 3 | 0.7 | -7 | 0.8 | 501* | 0.5 |
| 4 | 1.3 | -2 | -1.1 | 23 | 1.7 |
| 5 | 1.6 | -1 | 0.6 | -2 | 3.8 |
| 6 | 2.8 | -10 | 0.3 | 50 | 4.0 |
| 7 | -0.3 | 0 | -0.2 | -10 | 1.7 |
| 8 | -1.6 | -5 | 0.9 | -10 | 5.0 |
| 9 | 2.4 | 0 | 1.1 | -4 | 3.7 |
| 10 | 2.4 | 4 | x | -5 | 2.2 |
| 11 | 0.2 | -14 | -2.3 | 152 | 0.4 |
| 12 | 1.7 | -1 | -0.8 | 206 | 3.3 |
| 13 | 1.8 | -15 | -1.3 | 177 | -0.5 |
| 14 | x | 11 | -1.8 | x | 3.0 |
| 15 | -0.1 | -10 | 1.7 | 153 | x |

A different layout for part of the listing above.
Screens in order: DAGLB inhibitor | HTR5A ag ctr | PKA-R2B activ | PKA-R1A activ | HTR5A inv ag | E coli growth | AddAB inh | Tat export inh | CDK5 inh | Mot1-301 SUMO | phage Ecoli inh
1) Cc1cc(C(=O)NNC(=O)COc2ccccc2Cl)n[nH]1
→ -3 | 0 | 5 | -3 | -9 | 0.6 | 6.0 | -1 | -0.8 | -7 | -1.0
2) CC(=O)Nc1ccc(NC(=O)C/C(C)=N/NC(=O)COc2cc(C)c(Br)cc2Br)cc1
→ -1 | -1 | 6 | -7 | -5 | 0.6 | 3.1 | 9 | -0.9 | 19 | -2.6
3) COc1ccc2cc3c(N)nn(C(=O)c4ccccc4Cl)c3nc2c1
→ -1 | -4 | -1 | -5 | -25 | 1.2 | 0.7 | -7 | 0.8 | 501* | 0.5
4) COCCN(C(=O)CSc1nnc(-c2ccccc2C)n1C)c1c(N)n(Cc2ccccc2)c(=O)[nH]c1=O
→ 3 | 1 | 2 | -3 | -2 | 0.8 | 1.3 | -2 | -1.1 | 23 | 1.7
5) O=C(CSc1ncn[nH]1)NC1CCCc2ccccc21 (stereo unspecified)
→ 0 | 5 | -9 | -5 | -12 | -2.4 | 1.6 | -1 | 0.6 | -2 | 3.8
6) C=CCn1c(C)cc(C(=O)COC(=O)COc2ccccc2C#N)c1C
→ -1 | 0 | 4 | 5 | -1 | 0.8 | 2.8 | -10 | 0.3 | 50 | 4.0
7) Cc1ccc(S(=O)(=O)CCSC(=N)N)cc1
→ -1 | -2 | 1 | -4 | 6 | -0.5 | -0.3 | 0 | -0.2 | -10 | 1.7
8) Cc1ccc(NC(=O)c2sccc2C)cc1[N+](=O)[O-]
→ -4 | 1 | -7 | -5 | -7 | -0.3 | -1.6 | -5 | 0.9 | -10 | 5.0
9) CC(=O)N1c2ccc(S(=O)(=O)N3CCC(C(=O)NCCc4ccc(Cl)cc4)CC3)cc2CC1C (stereo unspecified)
→ 1 | -2 | -8 | -13 | 6 | -0.6 | 2.4 | 0 | 1.1 | -4 | 3.7
10) COC(=O)c1cc(S(=O)(=O)N2CCN(Cc3ccccc3)CC2)c[nH]1
→ -1 | 2 | -10 | 5 | -9 | -0.8 | 2.4 | 4 | x | -5 | 2.2

Marked active in Mot1-301 SUMO, among the entries above:
| item | smiles | DAGLB inhibitor | PKA-R2B activ | PKA-R1A activ | Tat export inh | CDK5 inh | Mot1-301 SUMO | phage Ecoli inh |
| --- | --- | --- | --- | --- | --- | --- | --- | --- |
| 3 | COc1ccc2cc3c(N)nn(C(=O)c4ccccc4Cl)c3nc2c1 | -1 | -1 | -5 | -7 | 0.8 | 501* | 0.5 |

The list goes on:
| No. | SMILES | DAGLB inhibitor | HTR5A ag ctr | PKA-R2B activ | PKA-R1A activ | HTR5A inv ag | E coli growth |
| --- | --- | --- | --- | --- | --- | --- | --- |
| 16 | COc1cc(C(=O)OCC(=O)c2ccccc2)cc2c1OCCO2 | -3 | -7 | -18 | -2 | 18 | -1.9 |
| 17 | COc1ccccc1NC(=O)c1ccc(-n2cncn2)nc1 | 1 | 2 | 1 | 5 | -5 | -0.8 |
| 18 | CN(CC(=O)Nc1ccc(Cl)cc1)C(=O)c1ccc(COc2ccccc2)cc1 | -3 | 6 | -6 | 1 | -24 | 0.3 |
| 19 | COc1ccc(C(=O)CC(c2ccccc2)C2CCCCC2=O)cc1 (stereo unspecified) | -5 | -3 | -5 | -9 | 4 | 0.1 |
| 20 | COc1ccc(CCNC(=O)CSc2nnc(CNC(=O)c3cccs3)o2)cc1OC | -3 | 2 | -3 | -8 | 14 | -2.6 |
| 21 | S=C(Nc1ccc(Nc2ccccc2)cc1)NC1CCCCCC1 | 5 | -1 | -8 | 0 | 7 | 6.0 |
| 22 | COCCN(C(=O)c1cc(-c2ccco2)nc2ccccc12)c1c(N)n(Cc2ccccc2)c(=O)[nH]c1=O | 3 | 2 | 3 | -5 | -9 | 0.9 |
| 23 | COc1ccc(CNC(=O)C2CCCN(S(=O)(=O)c3cc(C)ccc3OC)C2)cc1 (stereo unspecified) | -1 | 3 | 11 | 7 | 25 | 3.0 |
| 24 | NC1=NC(=O)/C(=C\c2cccnc2)S1 | 1 | -4 | 3 | -8 | 9 | -0.3 |

| No. | AddAB inh | Tat export inh | CDK5 inh | Mot1-301 SUMO | phage Ecoli inh |
| --- | --- | --- | --- | --- | --- |
| 16 | 2.8 | -8 | -0.2 | -2 | 0.5 |
| 17 | -1.6 | -1 | 1.2 | -16 | 4.3 |
| 18 | 1.1 | -3 | 2.7 | 0 | 3.4 |
| 19 | 1.8 | 3 | 2.3 | 284 | 2.0 |
| 20 | -0.8 | 1 | -1.6 | -3 | 5.4 |
| 21 | 4.1 | 13 | -3.0 | 0 | 6.3 |
| 22 | -1.0 | -7 | -0.7 | 3 | 0.3 |
| 23 | 1.3 | 2 | 0.8 | 10 | 5.1 |
| 24 | 5.4 | -7 | 0.7 | 16 | 2.3 |
